OXTR ag = agonists of human oxytocin receptor; actives 0.32% (n = 320,000); AID 2435; CHO-OTR cells, Fluo-8 calcium fluorescence; normalized: DMSO 0%, oxytocin 100%; P30559; activation, % at 3 µM;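 active = activation above the mean of all tested compounds plus 3 SD, cutoff set per screening run, cut at about 20% in these data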;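 note: peak over basal fluorescence ratio from a 100 s FLIPR kinetic read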
OXTR potentiator = potentiates the human oxytocin receptor response; CHO-OTR cells, Fluo-8 calcium fluorescence, potentiator mode; 0% = oxytocin EC15, 100% = EC100; activation, % at 3 µM; actives 0.061% (n = 320,000); AID 2445;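 active = activation above that plate's cutoff, the mean activation of tested compounds plus 3 SD, cut at about 6.6% in these data, passing the limit was not always enough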;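 note: 100% uses oxytocin at 75 nM as the full agonist control; some results filed as inactive read as strong as hits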
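Assay system: CHO cell line stably expressing human OTR. Reagent: EC15 oxytocin agonist. Dosing: single dose, 3.0 µM nominal final compound concentration. Timing: compound 6 min at room temperature before oxytocin, 100 s read. Signal: kinetic Fluo-8 calcium fluorescence. Controls: oxytocin EC15 low and EC100 high.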
CHRM1 antagonist = blocks human M1 muscarinic receptor; P11229; CHO-K1 hM1, Fluo-8 calcium fluorescence, ACh EC80 antagonist; inhibition, % at 3 µM; actives 1.3% (n = 360,000); AID 588852;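 active = percent inhibition above its own plate's cutoff, namely the mean of that plate's compound wells plus 3 SD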;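 note: peak over basal fluorescence ratio during 140 s after agonist addition; 0% = ACh EC80 plus DMSO and 100% = DMSO alone without agonist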
Target sequence (P11229 whole entry, looked up): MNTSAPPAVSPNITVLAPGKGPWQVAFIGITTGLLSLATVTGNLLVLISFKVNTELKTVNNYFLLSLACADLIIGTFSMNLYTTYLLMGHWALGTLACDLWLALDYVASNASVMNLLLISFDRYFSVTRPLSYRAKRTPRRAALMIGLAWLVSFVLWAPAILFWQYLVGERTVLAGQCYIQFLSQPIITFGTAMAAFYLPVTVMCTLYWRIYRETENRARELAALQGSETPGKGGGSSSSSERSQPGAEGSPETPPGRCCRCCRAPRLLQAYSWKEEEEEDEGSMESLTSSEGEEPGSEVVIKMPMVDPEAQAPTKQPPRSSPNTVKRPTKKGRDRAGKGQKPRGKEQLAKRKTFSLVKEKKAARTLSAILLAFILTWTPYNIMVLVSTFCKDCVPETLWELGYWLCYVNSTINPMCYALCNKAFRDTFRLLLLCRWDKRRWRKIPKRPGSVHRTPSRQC
TAAR1 agonist = agonists of human TAAR1 | actives 0.99% (n = 360,000) | CHO RD-HGA16 TAAR1, Fluo-8 calcium fluorescence; vehicle wells 0%, saturating PEA agonist 100% | activation, % at 3 µM | Q96RJ0;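 active = activation above the mean activation of all test compounds in the run plus 3 SD, cut at about 38% in these data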
Target sequence (Q96RJ0 whole entry, looked up): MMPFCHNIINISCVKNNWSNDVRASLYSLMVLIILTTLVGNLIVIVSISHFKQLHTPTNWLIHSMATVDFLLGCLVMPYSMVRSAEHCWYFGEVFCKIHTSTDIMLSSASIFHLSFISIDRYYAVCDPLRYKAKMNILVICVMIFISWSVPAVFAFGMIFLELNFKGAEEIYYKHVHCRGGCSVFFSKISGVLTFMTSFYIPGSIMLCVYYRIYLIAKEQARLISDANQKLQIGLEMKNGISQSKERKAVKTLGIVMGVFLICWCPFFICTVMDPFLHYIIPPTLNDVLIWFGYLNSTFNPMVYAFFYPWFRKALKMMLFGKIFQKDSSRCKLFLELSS
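Assay system: CHO-derived RD-HGA16 cells with stable Gα16 and human TAAR1; timing: 17-24 h seeding, 75 min 37 °C dye, 30 min RT; read-out: % activation from peak over basal fluorescence ratio, DMSO-to-PEA scaled; measured by: kinetic Fluo-8 calcium fluorescence; benchmarks: low control DMSO, high control PEA (EC100); doses: 3 µM single concentration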
TAAR1 antagonist = human TAAR1 antagonism | AID 624466 | Q96RJ0 | actives 1.5% (n = 360,000) | inhibition, % at 3 µM | CHO RD-HGA16 TAAR1, Fluo-8 calcium fluorescence, antagonist;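 active = inhibition above a per-plate cutoff, the mean inhibition of test compounds on that plate plus 3 SD, cut at about 49% in these data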;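 note: 0% = DMSO plus EC80 beta-PEA response and 100% = DMSO alone without agonist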
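Test system: RD-HGA16 CHO cells with stable hTAAR1 and Gα16 / Probe or stimulus: EC80 β-phenethylamine stimulus / Times: seeding 17-24 h prior, 75-min 37 °C, 30-min RT dye loading / Detection: Fluo-8 calcium-sensitive fluorescence / Read-out basis: % inhibition scaled between DMSO and EC80 PEA controls / Repeats: singlicate, one well per test compound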
V1aR counter = activates human V1a receptor in oxytocin agonist counter-screen; activation, % at 3 µM; CHO-V1R cells, Fluo-8 calcium fluorescence, agonist mode; 0% DMSO, 100% 3 nM vasopressin; actives 0.25% (n = 320,000); P37288;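 active = activation above the mean activation of all tested compounds plus 3 SD, per screening run, cut at about 20% in these data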;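 note: signal is peak over basal fluorescence ratio across a 100 second FLIPR read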
M1 ag = agonists of human M1 muscarinic receptor. AID 588814. CHO-K1 hM1, Fluo-8 calcium fluorescence, agonist mode; 0% DMSO, 100% acetylcholine EC100. activation, % at 3 µM. P11229. actives 0.33% (n = 360,000);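 active = activation above the run's mean compound activation plus 3 SD, cut at about 16% in these data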;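 note: peak over basal fluorescence ratio within a 140 s kinetic read after compound addition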
CHO parental Ca = counter-screen for OX1R antagonists: effect in parental CHO cells; actives 0.63% (n = 330,000); parental CHO-K1, ATP-induced calcium, Fluo-8 fluorescence; inhibition, % at 5.6 µM;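 active = inhibition above that plate's mean sample inhibition plus 3 SD, cut at about 26% in these data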;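 note: 0% = ATP-challenged DMSO wells and 100% = DMSO wells without ATP; some compounds past the cut are filed as inactive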
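Test system: untransfected parental CHO cell line; also added: ATP stimulus; dosing: 5.6 µM, single dose; signal: calcium-sensitive Fluo-8 fluorescence; measure: percent inhibition of ATP-evoked calcium rise, normalized to controls; benchmarks: low control ATP plus DMSO, high control DMSO only; replication: one well per compound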
CHRM1 PAM = potentiates human M1 receptor response to acetylcholine | CHO-K1 hM1, Fluo-8 calcium fluorescence, ACh EC20; 0% = ACh EC20, 100% = maximal ACh | activation, % at 3 µM | actives 0.088% (n = 360,000) | P11229 | AID 588819; in the data active = activation above about 19%, passing the limit was not always enough
* = called active by the depositor; . = not tested or not shown.

SMILES | OXTR ag | OXTR potentiator | CHRM1 antagonist | TAAR1 agonist | TAAR1 antagonist | V1aR counter | M1 ag | CHO parental Ca | CHRM1 PAM
Cn1nc(C(=O)NCc2ccc(Cl)cc2)c2c1-c1ccccc1S(=O)(=O)C2 | 0.2 | -10 | 11 | 0 | 3 | 0.6 | -4 | -9 | -8
COc1ccc(CN2CCC(C(=O)c3ccc(F)cc3)CC2)cc1 | 0.3 | -3 | -5 | 4 | -4 | 0.9 | -10 | -12 | -6
O=C1NN(c2ccc(F)cc2)C(=O)/C1=C\c1cnn(-c2ccccc2)c1 | 0.5 | -1 | . | 0 | -4 | 0.1 | . | -7 | .
COC(=O)/C=C/c1ccsc1NC(C)=O | -0.6 | -7 | -10 | 3 | -8 | -0.1 | -5 | -7 | 9
CC(C)OC(=O)C1=C2SCC(=O)N2C(N)=C(C#N)C1 | -0.2 | -8 | -15 | 5 | 5 | 0.5 | -1 | -6 | 8
CC1(C)C(=O)OC(/C=C\c2ccccc2)C(C)(C)C1=O (stereo not drawn) | -2.0 | 0 | 2 | 3 | 2 | -0.4 | -7 | -6 | -2
O=C(CSc1nc2ccccc2[nH]1)NCCc1ccc(Cl)cc1 | 0.8 | -4 | 10 | 4 | -28 | 2.3 | -1 | -10 | -9
CC1(C)Cc2cccc(OCC(=O)OCc3nnc(-c4ccccc4)o3)c2O1 | -1.9 | 4 | 3 | 0 | -10 | 0.8 | -5 | -14 | 3
CCCc1cc(-c2ccc(O)c(OCC)c2)c(C#N)c(N)n1 | -2.5 | -9 | 1 | 0 | 1 | -1.2 | -4 | -16 | 5
COc1cccc(NC(=O)Nc2ccc3c(c2)nc(C)n3C)c1 | 0.2 | -2 | 5 | 0 | 9 | 0.9 | -5 | -11 | -4
O=C1CCCCCN1CSc1nc2ccccc2s1 | -1.7 | -11 | -2 | 1 | 6 | -0.1 | -5 | -14 | -4
Cc1oc2c(CN3CCCC3)c(O)ccc2c(=O)c1-c1ccccc1 | -0.6 | 3 | 6 | . | . | 0.6 | -9 | -6 | -3

Reprinted from the listing (three entries):
SMILES | OXTR ag | OXTR potentiator | CHRM1 antagonist | TAAR1 agonist | TAAR1 antagonist | V1aR counter | M1 ag | CHO parental Ca | CHRM1 PAM
COc1ccc(CN2CCC(C(=O)c3ccc(F)cc3)CC2)cc1 | 0.3 | -3 | -5 | 4 | -4 | 0.9 | -10 | -12 | -6
O=C1NN(c2ccc(F)cc2)C(=O)/C1=C\c1cnn(-c2ccccc2)c1 | 0.5 | -1 | . | 0 | -4 | 0.1 | . | -7 | .
COC(=O)/C=C/c1ccsc1NC(C)=O | -0.6 | -7 | -10 | 3 | -8 | -0.1 | -5 | -7 | 9

More structures follow.
SMILES | OXTR ag | OXTR potentiator | CHRM1 antagonist | TAAR1 agonist | TAAR1 antagonist | V1aR counter | M1 ag | CHO parental Ca | CHRM1 PAM
O=C(Oc1ccccc1)c1ccccc1OS(=O)(=O)c1ccccc1 | 0.2 | -18 | -7 | 0 | 13 | 3.2 | -4 | 65* | 3
O=P(OC1CCCCC1)(OC1CCCCC1)C(O)c1ccc(Cl)cc1Cl (stereo not drawn) | -1.3 | 1 | 2 | 15 | 5 | 0.0 | -3 | -21 | -2
CCOc1ccc(/C=N/n2nnnc2N)cc1O | 0.4 | -1 | -6 | 5 | -4 | -0.3 | -2 | -2 | 4
CC(C)(CN=C1NS(=O)(=O)c2ccccc21)CNC(=O)CN1C(=O)c2ccccc2C1=O | -1.6 | -1 | -4 | 14 | 4 | -0.1 | -3 | -16 | 5
Cc1ccc2c(c1)N(CC(=O)NC1CCCCCC1)C(=O)c1cccnc1O2 | -1.2 | -10 | -8 | -2 | -12 | -0.9 | -3 | -25 | 5
CC1(C)Cc2c(ccc3ccccc23)/C(=C/C#N)N1 | -0.7 | -12 | -12 | 7 | -1 | -0.5 | 2 | -19 | 11
CCN1C(=S)SC(=O)C1=C1C=C(C)OC(C)=C1 | -0.2 | -14 | -7 | 3 | -11 | 1.0 | -3 | -6 | -3
Cc1ccc(C(=O)COC(=O)CCC(=O)Nc2cc(Cl)ccc2Cl)cc1[N+](=O)[O-] | 0.1 | 4 | -35 | 3 | -20 | 1.2 | -5 | -2 | 10
COc1ccc(-c2ccc([C@H]3[C@H]4C=CC[C@@H](C)[C@@H]4C(=O)N3Cc3ccccc3)c(F)c2)cc1C | 0.6 | -11 | 3 | -1 | -10 | 0.1 | -4 | -32 | 0
COc1ccc(C/C(N)=N/OC(=O)COc2ccccc2C)cc1 | -2.7 | -5 | -11 | -1 | -35 | 0.7 | -3 | -3 | 10
Cc1nnc2ccc(-c3ccc(NC(=O)c4ccc(Cl)nc4)cc3)nn12 | -0.1 | 1 | . | . | . | -0.6 | . | 0 | .
O=C(COC(=O)c1ccc(S(=O)(=O)N2CCCC2)cc1)Nc1ccccc1Cl | . | . | -10 | 2 | -10 | . | -6 | . | 6
Cc1ccc(S(=O)(=O)CCC(=O)OCC(=O)NCCc2ccccc2)cc1 | 0.3 | 2 | -15 | 0 | -13 | -1.1 | -1 | -3 | 11
CN1C(N)=NC(=O)/C1=C\c1ccc(Br)cc1 | -0.1 | -4 | -1 | 2 | -7 | 1.0 | -6 | -3 | 0
COc1ccc(OC2OC3COC(c4ccco4)OC3C(O)C2NC(C)=O)cc1 (stereo not drawn) | -1.1 | -4 | -17 | 1 | 10 | 0.5 | 0 | 6 | 10
O=C(NC(=S)N1CCCC(O)C1)c1ccco1 (stereo not drawn) | 1.8 | -6 | -7 | 2 | -9 | 0.6 | -3 | 7 | 10
Nc1cccc(C#Cc2ccc3c(c2)C(=O)/C(=C/c2ccsc2)O3)c1 | -0.1 | 1 | -13 | 1 | -3 | -0.4 | -2 | -18 | 6
COc1ccc(NC(=O)NN2CCOCC2)cc1OC | 1.4 | 5 | 2 | 6 | 63* | 1.1 | -2 | 3 | 3
O=C(CSc1ncn[nH]1)NCc1ccccc1Cl | 0.1 | -7 | -2 | 0 | 9 | 0.2 | -4 | 4 | 7
COc1ccccc1N1CCN(C(=O)c2ccc(Br)s2)CC1 | 0.0 | -3 | -2 | 6 | -4 | 0.4 | -3 | -16 | -6
COc1ccccc1N(CC(=O)Nc1ccccc1C(=O)N1CCOCC1)S(C)(=O)=O | 0.5 | 1 | -8 | 3 | -1 | -1.5 | -3 | -1 | 10
COCCCNC(=O)c1cccs1 | 1.6 | 3 | -19 | 3 | -3 | 1.0 | -2 | 4 | 1
C=CCC[C@@H](Cc1ccc(F)cc1)C(=O)OC[C@H](Cc1c[nH]c2ccccc12)NC(=O)[C@H](CC=C)CC(=O)NCCO | 0.1 | -4 | -1 | 22 | 75* | 0.8 | -1 | -17 | 4
O=C(NCc1ccco1)Nc1cccc2ccccc12 | . | . | -15 | 1 | 7 | . | -3 | . | 8
O=C(Nc1cccnc1)c1ccccc1Cl | 0.8 | -2 | -18 | 1 | -2 | 2.4 | -1 | -17 | 8
COCCn1c(SCC(=O)c2c(N)n(C3CC3)c(=O)[nH]c2=O)nnc1-c1ccc(Cl)cc1 | -0.1 | -6 | 26 | 0 | 12 | -0.2 | -3 | -8 | -12
COc1ccc(-c2c(C)oc3c(CN4CCN(C)CC4)c(O)ccc3c2=O)cc1 | 0.2 | -4 | -16 | 1 | -11 | 0.6 | -5 | -12 | 9
O=S(=O)(N/N=C/c1cccnc1)c1ccc(Cl)c(Cl)c1 | 0.8 | 2 | -9 | 1 | -18 | 0.7 | -2 | -12 | 5
Cn1nc(C(F)(F)F)c2cc(C(=O)Nc3ccc(F)cc3F)sc21 | -2.2 | 4 | -12 | 1 | -15 | -0.7 | 2 | -11 | 11
COc1ccc(C)cc1S(=O)(=O)n1nc(C)cc1C | -1.0 | -2 | -2 | 2 | 9 | 0.1 | -5 | -2 | 3
Cc1nc2ccccc2c(=O)n1NCc1cc(Br)cs1 | -1.5 | -6 | -30 | 9 | 40 | -0.4 | 6 | -28 | 11
CN(C)c1nc(C#N)nc(N2CCOCC2)n1 | 0.7 | -9 | -11 | 5 | -19 | -0.9 | 0 | 10 | 12
COc1ccc(S(=O)(=O)N(Cc2nc3ccccc3c(=O)[nH]2)C2CCCC2)cc1 | -2.5 | -11 | 0 | 10 | 28 | -1.0 | -2 | -29 | -3
O=C(c1cccs1)N1CCN(S(=O)(=O)c2ccccc2)CC1 | 0.8 | -2 | -1 | 2 | -11 | -0.4 | -3 | 17 | 2
CC(C)C(=O)N1CCN(c2ccc(NC(=O)c3ccc4c(c3)OCCO4)cc2Cl)CC1 | -0.1 | -1 | 3 | 17 | 32 | 2.6 | 5 | -14 | 3
C[C@H](CO)N1C[C@H](C)[C@@H](CN(C)C(=O)NC2CCCCC2)Oc2ccc(NC(=O)Nc3ccccc3)cc2C1=O | 3.0 | 7 | -7 | 6 | 13 | 2.0 | -3 | 6 | 4
COc1ccc(-c2c(C)nn(Cc3ccccc3)c2N)cc1 | 0.2 | -7 | -4 | 2 | -4 | 0.2 | -3 | -13 | 3
NS(=O)(=O)c1ccc(NC(=S)NC(=O)c2ccc3c(c2)OCO3)cc1 | 0.7 | -16 | -1 | 6 | -2 | 1.5 | -7 | 1 | -4
Cc1cccc(NC(=O)N2CCC(n3nnc4cc(C)ccc43)CC2)c1 | -1.7 | -12 | -6 | 3 | 12 | 1.3 | -3 | -3 | 4
O=C(C1CC1)N1CCN=C1SCc1ccccc1Cl | -1.5 | 4 | -18 | 2 | 0 | -0.9 | -3 | 8 | 12
COc1ccccc1C(=O)NCC(c1cccnc1)N(C)C (stereo not drawn) | 0.6 | 0 | -11 | 3 | -11 | 0.3 | -5 | -9 | 11
CCOc1cc2[nH]c(=O)n(Cc3ccc(C(=O)NCCCN4CCCC4=O)cc3)c(=O)c2cc1OCC | 2.4 | -5 | 0 | 0 | -14 | 0.5 | -5 | -7 | 2
Cc1cccc(C)c1N1C(=O)C2ON(c3ccccc3)C(c3ccncc3)C2C1=O (stereo not drawn) | 4.1 | -3 | -15 | 22 | 2 | 3.3 | -4 | -12 | 7
COc1cccc(CC(=O)N[C@@H](CCSC)c2nc3ccccc3[nH]2)c1 | 0.2 | -6 | -5 | -1 | -16 | -0.7 | -5 | -1 | 8
COc1ccc(OC)c(C(O)c2coc3ccc(O)c(CN(C)C)c23)c1 (stereo not drawn) | 0.9 | -14 | -18 | 3 | 2 | 0.6 | -1 | -17 | 8

Compound activity as filed in PubChem BioAssay.

Rows were taken by chance. Share with any hit: about 3.7%.
